Screens as filed in PubChem.
D2 potentiator: HTS Assay for Positive Allosteric Modulators of the Human D2 Dopamine Receptor: Primary Screen for Potentiators | D(2) dopamine receptor (Homo sapiens), P14416 | HEK293 T-REx D2, calcium flux, EC20 dopamine potentiation | potentiation, % at 10 µM | 340,000 compounds, 0.34% hits | AID 485347, 2010;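 active = potentiation over 3 SD above the plate norm, cut at about 30% in these data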; note: 0% is about no effect
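Tetracycline-induced HEK293 T-REx cells force-coupled to calcium signalling expressed D2; compounds were pin-added after a 10 s baseline, read kinetically 180 s, then an EC20 dopamine challenge followed with a further 180 s calcium read.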
D2 agonist: HTS Assay for Allosteric Agonists of the Human D2 Dopamine Receptor: Primary Screen for Agonists | D(2) dopamine receptor (Homo sapiens), P14416 | activation, % at 2 µM | HEK293 T-REx D2 cells, calcium flux agonist mode | 340,000 compounds, 0.53% hits | AID 485358, 2010;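 active = activation over 3 SD above normal in the single-dose calcium agonist read, cut at about 30% in these data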; note: 0% is about no effect
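Agonism scored from kinetic calcium signal (1 read/sec, 180 s) following compound pin transfer, after a 10 s baseline. Cells: HEK293 Trex line expressing inducible D2 receptor coupled to calcium, dye-loaded after overnight culture at 30 C.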
TRHR enhancer: qHTS for Small Molecule Agonists and Allosteric Enhancers of Human TRH Receptor: Primary Screen for Enhancers. Thyrotropin-releasing hormone receptor (Homo sapiens), P34981. TRHR cells, fluo-8 calcium fluorescence, EC20 TRH enhancement. enhancement, % at 2 µM. 360,000 compounds, 0.66% hits. AID 493056, 2011; in the data active = enhancement above about 30%; note: 0% is about no effect
Target sequence (P34981 whole entry, looked up): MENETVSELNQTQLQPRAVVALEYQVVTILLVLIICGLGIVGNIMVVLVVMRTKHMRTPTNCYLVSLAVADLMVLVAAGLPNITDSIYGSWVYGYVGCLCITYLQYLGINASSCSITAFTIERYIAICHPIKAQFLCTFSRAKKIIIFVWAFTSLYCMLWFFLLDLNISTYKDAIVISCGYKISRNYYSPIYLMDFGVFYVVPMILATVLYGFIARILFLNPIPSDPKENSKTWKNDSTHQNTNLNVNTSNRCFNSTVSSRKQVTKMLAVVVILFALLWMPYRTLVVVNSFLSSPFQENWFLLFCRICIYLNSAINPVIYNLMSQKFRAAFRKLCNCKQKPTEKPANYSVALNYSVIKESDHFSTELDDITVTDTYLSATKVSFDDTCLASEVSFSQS
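Enhancer read-out: after compound pinning and an initial kinetic agonist-mode read, an EC20 of TRH (10 nM final) was injected and fluo-8 calcium signal (Ex 480/Em 530) followed at 1 s/cycle for 100 cycles in TRHR-expressing cells.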
D1 antag: Antagonist of Human D 1 Dopamine Receptor: qHTS; AID 504652, 2011; 360,000 compounds, 3.2% hits; D(1A) dopamine receptor (Homo sapiens), P21728; HEK293 TREx D1 cells, calcium flux, dopamine EC80; stronger effect = lower value; activity change, negative = inhibition, % at 10 µM; in the data active = activity change below about -30%; note: % is set by controls: 0 for no effect and ±100 for the full control effect
Target sequence (P21728 whole entry, looked up): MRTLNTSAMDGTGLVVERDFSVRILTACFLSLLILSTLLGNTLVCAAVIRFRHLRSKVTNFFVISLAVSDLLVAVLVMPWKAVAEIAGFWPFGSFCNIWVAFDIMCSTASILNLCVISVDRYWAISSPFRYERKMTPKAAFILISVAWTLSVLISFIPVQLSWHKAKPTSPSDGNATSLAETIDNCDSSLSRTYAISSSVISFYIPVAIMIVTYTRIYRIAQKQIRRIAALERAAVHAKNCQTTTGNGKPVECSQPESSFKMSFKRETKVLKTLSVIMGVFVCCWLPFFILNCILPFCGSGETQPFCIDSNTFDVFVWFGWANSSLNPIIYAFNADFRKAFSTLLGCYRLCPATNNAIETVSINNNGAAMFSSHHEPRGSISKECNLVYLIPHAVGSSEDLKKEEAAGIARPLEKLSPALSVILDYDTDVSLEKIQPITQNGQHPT
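Cells carrying a force-coupled, tetracycline-inducible human D1 receptor report calcium flux. Each well gets a 10 s baseline, compound with 180 s monitoring, then an EC80 dopamine stimulus with a second 180 s kinetic read.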
D2 antagonist: HTS Assay for Allosteric Antagonists of the Human D2 Dopamine Receptor: Primary Screen for Antagonists. HEK293 TREx D2 cells, calcium flux, dopamine EC80. inhibition, % at 10 µM. 340,000 compounds, 2% hits; in the data active = inhibition above about 30%; note: 0% is about no effect
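Measurement of antagonist activity uses fluorescent calcium dye in inducible HEK293 T-REx D2 cells: 10 s baseline, compound addition with 180 s read, EC80 dopamine addition with a further 180 s read.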
D1 potentiator: Potentiators of Human D1 Dopamine Receptor: qHTS. HEK293 TREx D1 cells, calcium flux, dopamine EC20 potentiation. AID 504651, 2011. potentiation, % at 10 µM. 360,000 compounds, 0.036% hits. D(1A) dopamine receptor (Homo sapiens), P21728; in the data active = potentiation above about 30%; note: 0% is about no effect
RXFP1 antagonist: qHTS Assay for Antagonists of the Relaxin Receptor RXFP1; Relaxin receptor 1 (Homo sapiens), Q9HBX9; HEK293-RXFP1, relaxin-stimulated cAMP HTRF, 30 min; stronger effect = lower value; activity change, negative = inhibition, % at 57.5 µM; 350,000 compounds, 0.59% hits;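 active = activity change of -60% or lower, but not beyond a set lower limit; inconclusive = change between -60% and -40%, or beyond the set limit; inactive = change above -40%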; note: % is set by controls: 0 for no effect and ±100 for the full control effect
RXFP1 ag: qHTS Assay for Agonists of the Relaxin Receptor RXFP1; Relaxin receptor 1 (Homo sapiens), Q9HBX9; HEK293T-RXFP1 cAMP TR-FRET, 30 min; response scale: percent of porcine relaxin response, buffer zero; Potency, µM (top dose mostly 57.5 µM), without a hit: at the top dose activation, actives largely listed as activators; 370,000 compounds, 0.3% hits; AID 2676, 2010; active = well fitted activation curve with a large enough effect; inconclusive = small, poorly fitted or top-dose-only effect; note: potency is the fitted concentration of half-maximal effect; % is set by controls: 0 for no effect and ±100 for the full control effect; nearly all actives have a fitted effect of over 60% in size; many of its hits are not listed in these tables
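HEK293 cells stably expressing RXFP1, treated 30 min at 37C with compounds plus PDE4 inhibitor Ro 20174; cAMP measured by HTRF TR-FRET. Normalized to buffer and 29 nM porcine relaxin; EC50 by Hill fit.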
D1 ag: Allosteric Agonists of the Human D1 Dopamine Receptor: qHTS | 360,000 compounds, 1% hits | AID 504660, 2011 | HEK293 T-REx D1 cells, calcium flux, agonist mode | activation, % at 2 µM; in the data active = activation above about 30%; note: 0% is about no effect
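Agonism was scored from calcium flux recorded over 180 s (1 read/s) after pintool compound addition, following a 10-cycle baseline. Cells were inducible force-coupled HEK293 TREx D1, plated overnight at 30 C and loaded with no-wash calcium dye.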
* marks the source's active call; other numbers are inactive results; u = inconclusive; x = no result given. Only part of the results is shown, so the mix of outcomes need not match the whole.

Start of the data: the first 4 compounds, ahead of the listing:
SMILES | D2 potentiator | D2 agonist | TRHR enhancer | D1 antag | D2 antagonist | D1 potentiator | RXFP1 antagonist | RXFP1 ag | D1 ag
Cc1cc(OCC(=O)NC2CC(C)(C)NC(C)(C)C2)c2c(C)c(C)c(=O)oc2c1 | -5 | 0.6 | -3 | -8 | 0 | 1 | 18 | 4.5% | 0
Fc1ccc(C2c3cccn3CCN2C(=S)Nc2cccc(Br)c2)cc1 (configuration not stated) | 10 | 1.2 | -2 | -19 | -21 | -12 | u | -0.8% | 7
Cc1ccc(S(N)(=O)=O)cc1NC(=O)c1c(-c2c(Cl)cccc2Cl)noc1C | -6 | 0.2 | 3 | 7 | x | -1 | x | 1.1% | 0
C[C@H](NC(=O)[C@@H]1Cc2ccccc2CN1C(=O)OC(C)(C)C)C(=O)NC1CCCC1 | 10 | 0.9 | 7 | 0 | 0 | 9 | -7 | 2.4% | -1

The whole of this part, from the start:
SMILES | D2 potentiator | D2 agonist | TRHR enhancer | D1 antag | D2 antagonist | D1 potentiator | RXFP1 antagonist | RXFP1 ag | D1 ag
Cc1cc(OCC(=O)NC2CC(C)(C)NC(C)(C)C2)c2c(C)c(C)c(=O)oc2c1 | -5 | 0.6 | -3 | -8 | 0 | 1 | 18 | 4.5% | 0
Fc1ccc(C2c3cccn3CCN2C(=S)Nc2cccc(Br)c2)cc1 (configuration not stated) | 10 | 1.2 | -2 | -19 | -21 | -12 | u | -0.8% | 7
Cc1ccc(S(N)(=O)=O)cc1NC(=O)c1c(-c2c(Cl)cccc2Cl)noc1C | -6 | 0.2 | 3 | 7 | x | -1 | x | 1.1% | 0
C[C@H](NC(=O)[C@@H]1Cc2ccccc2CN1C(=O)OC(C)(C)C)C(=O)NC1CCCC1 | 10 | 0.9 | 7 | 0 | 0 | 9 | -7 | 2.4% | -1
CCN(CC)CCN(C)Cc1nc(C(c2ccccc2)c2ccccc2)no1 | -3 | -1.2 | 5 | 26 | 3 | 2 | 3 | 0.0% | 1
Cc1cc2c(s1)c1cnn(Cc3cccc4cccnc34)c(=O)c1n2C | x | x | 0 | -1 | x | 7 | x | x | 1
CC(=O)NCC(=O)N(C)C(C(=O)Nc1ccc2c(c1)OCCO2)c1ccccc1 (configuration not stated) | 22 | 0.2 | -3 | 9 | -2 | -5 | 1 | -0.6% | 0
CCOc1ccc2nc(NC(=O)Cc3cccs3)sc2c1 | x | x | 17 | -5 | x | 3 | -5 | -1.3% | 3
CC(=O)NCCc1ccc(O)cc1 | 7 | -2.5 | -6 | 2 | 13 | 10 | 2 | -3.0% | 1
C/C(CC(=O)N1CCN(C=O)CC1)=N\NC(=O)c1cccc([N+](=O)[O-])c1 | -3 | 0.3 | -5 | 4 | 1 | 1 | 2 | 4.3% | 1
CCOc1cc(C(=O)Nc2ccc3oc(-c4ccc(F)cc4Cl)nc3c2)cc(OCC)c1OCC | 2 | x | -7 | -9 | x | -2 | 1 | 2.7% | 1
CC(CC(=O)O)CC(=O)N1CCN(S(=O)(=O)c2cccs2)CC1 (configuration not stated) | 5 | 0.2 | -2 | -4 | 6 | 10 | -4 | -0.4% | 7
CC(=O)Nc1cccc(NC(=O)C(=O)NCC(c2ccco2)N2CCc3ccccc3C2)c1 (configuration not stated) | 0 | 0.1 | -3 | -27 | -3 | -8 | -11 | 0.8% | 11
O=C1NC(c2ccccc2)=C(c2ccccc2)C1=O | 13 | 2.1 | -6 | -14 | 1 | -4 | 7 | 0.8% | 1
COc1cccc(C(=O)c2sc(NC(C)C)nc2N)c1 | 7 | 0.1 | 1 | 14 | -17 | -3 | -4 | -1.6% | -1
Cc1cccc2nc(CNc3ccc(F)cc3)cn12 | -9 | 0.2 | 4 | -16 | -12 | 13 | -2 | -0.7% | 1
COc1cc(N)ccc1-c1cc2ccccc2oc1=O | 11 | -0.7 | 0 | 10 | 8 | 2 | -2 | -0.8% | 1
O=C(Nc1cccc(Cl)c1)c1ccc2c(c1)SC1=NS(=O)(=O)CCN12 | -5 | 0.7 | 4 | 9 | -2 | -1 | 2 | 6.8% | 3
Cc1ccc(C(OCC(O)CNC(C)c2ccccc2)c2ccccc2)cc1 (configuration not stated) | -3 | 2.1 | 11 | -38* | -1 | 4 | -70* | 2.1% | 14
Cc1ccc(C(=O)NCCNC(=O)Cc2ccccc2)cn1 | x | x | 0 | 6 | x | 7 | -9 | 1.6% | 2
O=C(COc1cccc(C(F)(F)F)c1)Nc1ccc2[nH]ncc2c1 | -6 | 0.5 | 1 | 1 | -1 | -2 | 2 | 4.6% | 3
NC(=O)c1ccccc1NC(=O)c1ccc2c(c1)OCO2 | 5 | 0.5 | 0 | 6 | -1 | -2 | -4 | 1.0% | 3
Cc1sc2nc(COC(=O)c3ccc(N4CCCC4)c([N+](=O)[O-])c3)[nH]c(=O)c2c1C | 10 | 6.2 | -4 | -1 | -6 | -3 | 21 | -1.0% | 4
Nc1c(N(CCCO)C(=O)C2CCCC2)c(=O)[nH]c(=O)n1Cc1ccccc1 | -3 | 0.1 | -6 | -3 | 11 | 3 | -7 | -1.5% | 0
CCCCn1c(SCC(=O)N(CC)C2CCS(=O)(=O)C2)nc2cc(S(N)(=O)=O)ccc21 (configuration not stated) | -1 | 0.5 | -4 | -2 | 14 | 3 | -40 | 2.8% | 4
CC1=C(C(=O)Nc2ccc(C)cc2C)C(c2cccs2)n2nc(SCc3ccc(Cl)cc3)nc2N1 (configuration not stated) | -7 | -0.6 | 3 | -2 | x | -2 | x | 0.7% | 0
COc1ccc(-n2nc(C(=O)Nc3ccc(OC)c(OC)c3)c3c4ccccc4n(C)c3c2=O)cc1 | -1 | 0.0 | -1 | -6 | 1 | -3 | 13 | -0.4% | 1
CCOCCc1c(O)nc(SCC(=O)NCc2ccco2)[nH]c1=O | 0 | 0.8 | 0 | -11 | -15 | 7 | -4 | -1.5% | 1
COc1ccc(NC(=O)c2cccc(NC(=O)C(C)C)c2)c([N+](=O)[O-])c1 | -10 | 0.0 | 2 | -14 | -5 | -5 | -1 | 2.3% | 5
c1cc2cn[nH]c2cc1NC1CCCCCC1 | 6 | 0.2 | 10 | -3 | -2 | 15 | -5 | -0.5% | 3
Cc1cc(C)nc(NC(=O)c2cccs2)c1 | 8 | 1.5 | 1 | 1 | -1 | 2 | 2 | -4.0% | 1
FC(F)(F)c1cccc(N/N=C/c2ccccc2)c1 | 4 | -0.4 | -4 | -4 | -2 | -7 | 6 | 3.8% | 0
Cn1c(-c2sc3cc(C(F)(F)F)cnc3c2-c2ccccn2)n[nH]c1=S | 9 | 1.0 | -2 | -15 | 8 | 3 | u | 1.1% | 0
COc1cc(NC(=O)CN2CCCCC2)c(C)cc1[N+](=O)[O-] | -6 | -1.7 | 2 | -15 | 17 | -5 | 4 | 0.4% | 3
CCCC(=O)Nc1sc(C)c(-c2ccc(OC)cc2)c1C#N | -1 | 0.4 | -4 | 4 | 1 | -2 | x | 23% | 1
Cc1ccc(NC(=O)CSc2nc3[nH]ncc3c(=O)[nH]2)cc1 | 2 | 0.0 | -1 | 8 | -25 | -6 | -28 | 0.7% | 3
COc1ccc(-n2nc(C(=O)NCC(=O)Nc3cc(OC)c(OC)c(OC)c3)c3ccccc3c2=O)cc1OC | 6 | -0.5 | 8 | 11 | -14 | 7 | 59 | u | -3
S=c1[nH]c2ccccc2n1Cc1ccccc1 | -6 | 0.5 | -1 | 6 | -1 | -2 | 2 | -0.2% | 7
COc1cc(N=C2C(=O)N3CCCc4cccc2c43)cc(OC)c1 | 1 | -0.3 | -2 | 34 | -1 | -1 | -6 | 0.8% | 6
COc1ccc(NC(=O)CSc2nnc3ccc(-c4ccccn4)nn23)cc1OC | -10 | 0.4 | 7 | 0 | 30* | 2 | -10 | 3.1% | -1
N#CCCNS(=O)(=O)c1ccc(C(=O)OCCCOC(=O)c2ccc(S(=O)(=O)NCCC#N)cc2)cc1 | 2 | -0.2 | 0 | 7 | 5 | -5 | 0 | -0.4% | 2
CC(=O)c1ccc(N2C(=O)[C@@H]3C(CCC(N)=O)NC4(C(=O)Nc5c4ccc(Cl)c5C)[C@@H]3C2=O)cc1 (some centres not stated) | 0 | -0.7 | -3 | 8 | 2 | -4 | -5 | 2.1% | 4
CCCCC(C(=O)N/N=C/c1ccccn1)C(=O)N/N=C/c1ccccn1 | -18 | 0.7 | 35* | -15 | 12 | -4 | -7 | 4.0% | 1
O=C(NCc1cccc(Cl)c1)C1CCN(c2nnc(N3CCCC3=O)s2)CC1 | 4 | -0.6 | 2 | 8 | 3 | -11 | 5 | 3.5% | 4
Cc1ccc(O)c(NC(=O)c2cccc(S(=O)(=O)N3CCCCC3)c2)c1 | 10 | -0.6 | 2 | 17 | 0 | -3 | -8 | 0.3% | 6
CCc1nc(NCC(C)C)c(C#N)c2c1COC(C)(C)C2 | -3 | 0.3 | 3 | -3 | 13 | 7 | -1 | 1.4% | 5
O=C(NCCCO)c1cc2c(cn1)[nH]c1ccccc12 | 4 | 0.1 | 2 | 9 | 2 | -4 | 1 | 1.9% | 9
O=C(O)c1cc2cccc(S(=O)(=O)N3CCCCC3)c2cc1O | 8 | -0.7 | -4 | 15 | -4 | -2 | 23 | 27% | -2
CCN(Cc1ccccc1)Cc1nc(CCc2ccccc2)no1 | -9 | 1.3 | 1 | -14 | 1 | -4 | 0 | -1.4% | 1
CSc1ccc(/C=C(\C(=O)O)c2ccc(S(=O)(=O)N3CCCCC3)s2)cc1 | 1 | 0.0 | -11 | -8 | 4 | -1 | 6 | 1.4% | 1

Other records follow.
SMILES | D2 potentiator | D2 agonist | TRHR enhancer | D1 antag | D2 antagonist | D1 potentiator | RXFP1 antagonist | RXFP1 ag | D1 ag
Cc1ccc2cc(C#N)c(SCC(=O)NCC3CCCO3)nc2c1C (configuration not stated) | -7 | -1.0 | 7 | -6 | 10 | -8 | x | 27% | 0
NS(=O)(=O)c1ccc(NS(=O)(=O)/C=C/c2ccccc2)cc1 | x | x | -4 | 4 | x | -4 | 2 | 1.0% | 3
Cc1ccccc1S(=O)(=O)N1CCN(S(=O)(=O)c2ccc3c(c2)OCCO3)CC1 | x | x | 2 | -12 | x | 3 | x | x | 4
CCN1CCN(CCCCOc2ccccc2F)CC1 | -20 | 0.3 | -5 | 0 | 4 | -3 | -14 | 3.7% | 2
